# Screening data as filed in PubChem.
# SARS 3CLpro inh: SARS-CoV 3CLpro protease inhibition; inhibition, % at 6 µM; recombinant SARS-CoV 3CLpro, quenched FRET peptide cleavage; 290,000 compounds, 0.14% hits; P0C6X7; AID 1706; in the data active = inhibition above about 12%
# BoNT-F LC inh: BoNT F light chain protease inhibition; Multiplex microsphere protease cleavage assay, flow cytometry; 360,000 compounds, 0.22% hits; AID 588497; inhibition, % at 10 µM; in the data active = inhibition above about 35%, passing the limit was not always enough; inconclusive = no clear call, values can overlap the other calls; also: plate controls were buffer without enzyme for full effect and enzyme alone for no effect
# CCHF vOTU inh: blocks the CCHF virus ovarian tumor domain protease | inhibition, % at 11.5 µM | 370,000 compounds, 0.55% hits | CCHFV vOTU protease, Pep-AMC fluorescence; in the data active = inhibition above about 30%; also: 0% = vehicle wells with enzyme and 100% = no enzyme wells
# PrPC TRFRET: inhibitors of human cell surface prion protein PrPC. P04156. TR-FRET read-out. inhibition, % at 13.8 µM. 370,000 compounds, 0.43% hits; in the data active = inhibition above about 24%; also: 0% = median of the test wells and 100% = reference compound wells
# SSB-PriA inh: K. pneumoniae PriA-SSBct interaction inhibition; AlphaScreen SSBct-PriA binding, biotinylated peptide; inhibition, % at 33 µM; 430,000 compounds, 0.6% hits; in the data active = inhibition mostly above about 37%, no sharp cut-off; inactive = mostly below about 20%;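 also: plate controls were negative control peptide for no effect and reference peptide for full effect; strong numbers were not always called active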
# MazF activator: increases E. coli MazEF RNase cleavage of RNA; P0AE70; FAM/BHQ RNA-DNA oligo cleavage fluorescence, 5 h; AID 504720; 350,000 compounds, 0.32% hits; activation, % at 20 µM; in the data active = activation above about 50%
# Target sequence (P0AE70 whole entry, looked up): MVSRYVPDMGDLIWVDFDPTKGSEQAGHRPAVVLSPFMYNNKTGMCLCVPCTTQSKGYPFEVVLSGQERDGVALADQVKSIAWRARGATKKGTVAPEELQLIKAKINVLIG
# BoNT A protease: BoNT A light chain protease inhibition | inhibition, % at 10 µM | multiplex microsphere protease substrate cleavage, flow cytometry | 360,000 compounds, 0.17% hits; also: plate controls were buffer without enzyme for full effect and enzyme alone for no effect
# Rv3671c inh: Rv3671c (M. tuberculosis) protease inhibition; P9WHR9; inhibition, % at 5.96 µM; 320,000 compounds, 0.048% hits; in the data active = inhibition above about 38%;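 also: extracellular domain of Rv3671c used as enzyme; 0% = enzyme with DMSO and 100% = no enzyme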
# Anthrax LF prot: inhibitors of Bacillus anthracis lethal factor protease | P15917 | multiplex microsphere protease cleavage assay, LF | inhibition, % at 10 µM | 360,000 compounds, 0.12% hits | AID 588501; also: plate controls were buffer without enzyme for full effect and enzyme alone for no effect
# Target sequence (P15917 whole entry, looked up): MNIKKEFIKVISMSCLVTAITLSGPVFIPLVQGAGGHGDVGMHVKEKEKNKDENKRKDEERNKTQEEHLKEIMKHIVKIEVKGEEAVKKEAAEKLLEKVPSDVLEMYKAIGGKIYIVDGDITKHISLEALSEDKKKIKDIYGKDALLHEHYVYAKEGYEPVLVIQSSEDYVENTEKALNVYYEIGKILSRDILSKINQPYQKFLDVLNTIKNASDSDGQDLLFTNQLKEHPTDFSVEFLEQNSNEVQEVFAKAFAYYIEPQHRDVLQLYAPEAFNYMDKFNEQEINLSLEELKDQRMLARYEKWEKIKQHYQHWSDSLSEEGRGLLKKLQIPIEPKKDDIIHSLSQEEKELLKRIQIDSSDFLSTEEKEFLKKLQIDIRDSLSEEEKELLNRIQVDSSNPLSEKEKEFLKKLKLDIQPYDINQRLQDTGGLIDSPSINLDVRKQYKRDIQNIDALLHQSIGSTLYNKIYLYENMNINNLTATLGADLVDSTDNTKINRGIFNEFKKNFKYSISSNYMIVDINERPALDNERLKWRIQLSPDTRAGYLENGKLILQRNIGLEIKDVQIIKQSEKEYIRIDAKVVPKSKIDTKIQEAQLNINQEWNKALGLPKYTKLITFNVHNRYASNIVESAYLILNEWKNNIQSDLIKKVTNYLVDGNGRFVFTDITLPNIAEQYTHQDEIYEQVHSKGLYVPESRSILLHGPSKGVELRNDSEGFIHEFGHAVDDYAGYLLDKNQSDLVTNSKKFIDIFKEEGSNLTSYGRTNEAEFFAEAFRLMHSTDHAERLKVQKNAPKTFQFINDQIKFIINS
# VHR inh abs: inhibitors of human VHR1 phosphatase (DUSP3); recombinant VHR phosphatase, pNPP absorbance; inhibition, % at 13.3 µM; 290,000 compounds, 0.52% hits; P51452; in the data active = inhibition above about 50%; also: some compounds called inactive have numbers as strong as hits
# * hit, by the source's call; u = inconclusive; x = not tested or not shown; & = joins results of further samples. Rule as the data show it, unless noted: active = inhibition above about 30%; inconclusive = no clear call, values can overlap the other calls; inactive = below that. This is a subset. The share of hits here may be higher or lower than overall.
# Every second line gives: SARS 3CLpro inh | BoNT-F LC inh | CCHF vOTU inh | PrPC TRFRET | SSB-PriA inh | MazF activator | BoNT A protease | Rv3671c inh | Anthrax LF prot | VHR inh abs
Cc1ccc(C(=O)CSc2nnc(COc3cccc4cccnc34)o2)cc1
 : -5.0 | -3.6 | -10.6 | -5.0 | -2.4 | -17.1 | 0.1 | 1.9 | 0.7 | -2.6
O=C(N/N=C/c1ccc(-c2cccc(C(F)(F)F)c2)o1)c1cccc(F)c1
 : 3.1 | -10.0 | -5.2 | 2.0 | x | 5.5 | -0.8 | -19.2 | -4.7 | 7.2
CCOc1ccc(/C=N/n2c(-c3ccccc3)n[nH]c2=S)cc1
 : 5.2 | -9.3 | 7.7 | -4.4 | x | 2.6 | 0.8 | -0.9 | 4.1 | -2.9
NC(=S)NNC(=O)Nc1cccc(Cl)c1
 : -1.2 | -4.8 | -2.4 | 5.2 | -6.2 | 4.5 | -0.4 | -6.4 | -1.3 | -0.9
COC(=O)[C@@]1(Cc2ccccc2)[C@H]2C(=O)N(Cc3ccccc3)C(=O)[C@H]2[C@H]2CN=C(SCc3ccc(C)cc3)N21
 : x | -8.0 | x | x | -8.1 | -4.0 | -0.2 | x | -3.4 | x
COC(=O)CN1CC(=O)N(c2ccccc2)C1=S
 : -0.5 | -3.2 | -8.3 | 2.7 | 9.6 | -0.4 | -0.7 | -1.1 | -1.7 | -19.4
Cc1ccc(-n2c(Cc3cccn3C)nnc2SCC(=O)Nc2nnc(C)s2)cc1
 : 2.2 | 6.7 | 3.6 | 4.7 | 5.7 | -21.3 | 0.0 | 1.4 | 1.0 | 28.2
COC(=O)CNC(=O)CCc1nnc(C2(c3ccc(Cl)cc3)CCC2)o1
 : -0.2 | -5.1 | -8.7 | 5.1 | -2.8 | 0.5 | -1.1 | -1.6 | 0.2 | 22.2
CCN1C(=O)[C@H]2[C@@H](c3ccc(OC)cc3)N3C(=O)CN(CCOC)C(=O)[C@@]3(C)[C@H]2C1=O
 : 0.2 | 10.5 | 2.3 | 3.9 | 4.5 | 1.8 | 0.0 | 2.8 | 0.1 | 5.0
C/C=C/C(=O)OCC(=O)Nc1cccc(S(=O)(=O)NC2=NCCCCC2)c1
 : -5.0 | -8.3 | -12.9 | 3.2 | -17.5 | 4.2 | 0.0 | -0.6 | -3.1 | 10.3
CCN(Cc1ccncc1)C(=O)c1cccc(S(=O)(=O)N2CCCCC2)c1
 : x | 1.6 | 1.4 | -4.3 | -0.6 | 5.9 | -0.1 | 5.8 | -10.0 | x
CCOC(=O)c1c(NC(=O)CCN2CCOCC2)sc2c1CC(C)(C)OC2
 : -4.3 | -7.1 | 1.8 | -0.5 | -8.0 | 2.4 | -0.6 | -0.5 | -3.8 | 49.4
CCOC(=O)Nc1ccc2c(c1)N(C(=O)OC)c1ccccc1CC2
 : -0.3 | 7.1 | 8.4 | 11.0 | -17.2 | -0.2 | 1.1 | -2.2 | 3.2 | 16.7
COc1ccc([C@@H]2CC=C(C(=O)O)[C@H](c3ccc(F)cc3)N2S(=O)(=O)c2ccccc2C)cc1
 : x | 0.1 | 19.5 | 2.4 | 8.2 | -2.7 | -0.2 | -2.9 | 0.5 | x
COc1ccc(Nc2cc(Cl)nc(N)n2)cc1
 : 6.6 | 1.1 | 5.3 | 2.2 | -8.0 | 4.8 | -0.1 | -1.1 | 0.5 | 6.7
CC(C)Cc1nnc(NC(=O)CN2C(=O)NC3(CCCCC3)C2=O)s1
 : 9.2 | 7.7 | -2.5 | -6.9 | -33.2 | -14.1 | 2.6 | 13.2 | 1.5 | 33.3
O=C1N[C@@H](Cc2ccccc2)C(=O)N2[C@H]1C[C@]1([C@]34C[C@H]5C(=O)N[C@@H](Cc6ccccc6)C(=O)N5[C@H]3N(S(=O)(=O)c3ccccc3)c3ccccc34)c3ccccc3N(S(=O)(=O)c3ccccc3)[C@H]21
 : x | 0.6 | -1.8 | 7.4 | 2.7 | -22.1 | 0.2 | -48.3 | -3.8 | x
CC1(C)CC(=O)C2=C(C1)Oc1ncn(CCCO)c(=N)c1C2c1ccccc1 (centres undefined)
 : 9.4 | 2.9 | -10.6 | -4.4 | -4.7 | 4.7 | 1.3 | -1.8 | -5.2 | 8.6
CCOC(=O)C1=C(C)N=C2SCCC(=O)N2C1c1ccc(C(=O)OC)cc1 (centres undefined)
 : 6.0 | 3.9 | 10.1 | 5.8 | -12.9 | 4.8 | -0.2 | 0.1 | -1.0 | 14.8
CCS(=O)(=O)N1CCC(C(=O)NCCCN2CCN(c3ccccc3F)CC2)CC1
 : -0.7 | -2.9 | 0.7 | 3.5 | 3.7 | -2.1 | -2.1 | -5.1 | -6.7 | 9.5
CC(=O)N1CCc2cc(S(=O)(=O)NC3CCCCC3)ccc21
 : -3.4 | -3.2 | 2.8 | 5.7 | -3.9 | 0.9 | -1.7 | -0.8 | -2.7 | -7.7
S=c1[nH]nc(COc2ccccc2)n1/N=C/c1ccc(Cl)cc1
 : 4.8 | 3.7 | 0.2 | -6.1 | x | 2.0 | -1.2 | x | 24.7 | 2.4
CCOC(=O)c1cc(C(=O)OCC)c(=O)[nH]c1SCc1ccccc1
 : -0.4 | 1.0 | -3.4 | 8.2 | -3.7 | -11.2 | 1.9 | -11.6 | -10.0 | 38.1
COC(=O)c1cc(S(=O)(=O)NCc2cccc(Br)c2)c[nH]1
 : -0.5 | -7.9 | -1.1 | 6.3 | -6.8 | 0.9 | 0.3 | -3.5 | -1.9 | 1.9
CC(C)Oc1ccc(OCCn2c(=S)[nH]c3c(N)ncnc32)cc1
 : -3.3 | 3.1 | 6.6 | -3.7 | -3.9 | 1.1 | 0.5 | 4.5 | 7.5 | 4.0
O=C(Nc1nccs1)c1ccc(-c2ccc(F)c(Cl)c2)o1
 : 0.7 | 4.3 | 6.5 | 2.0 | -9.5 | -1.8 | 1.8 | -63.4 | -1.5 | 15.0
O=C(O)Cn1c(SCCOc2ccc(Cl)cc2)nc2ccccc21
 : 2.2 | -23.5 | -15.2 | -5.6 | -9.4 | -12.6 | 1.5 | x | 2.7 | 17.6
Cc1ccc2nc(-c3ccccc3)cc(C(=O)O)c2c1
 : -0.8 | 0.5 | 0.8 | -4.7 | -1.0 | 1.9 | -2.3 | -7.0 | 3.2 | 17.3
CC(Sc1nccn1C)C(=O)Nc1ccc(Cl)cn1 (centres undefined)
 : x | 3.7 | 0.7 | -2.9 | -8.0 | 8.1 | -0.6 | -0.5 | 1.2 | x
Cc1ccc(CN2C(=O)COc3cc(NS(C)(=O)=O)ccc32)cc1
 : x | -2.3 | -6.1 | 7.9 | -3.7 | -4.2 | 0.8 | x | -3.1 | x
C[C@@H]1CN([C@H](C)CO)C(=O)CCCn2nncc2CO[C@@H]1CN(C)S(=O)(=O)c1ccc2c(c1)OCCCO2
 : x | -2.1 | 5.1 | -4.0 | x | -14.9 | -0.3 | x | -2.1 | x
Cc1ccc(SCc2noc(C(=O)NCC3CCCO3)c2C(=O)O)cc1C (centres undefined)
 : 5.9 | 1.3 | 8.4 | 13.9 | -4.5 | 4.2 | -0.5 | 5.0 | 2.8 | 16.4
COc1cc(C(=O)Nc2cc(-c3cn4cccnc4n3)ccc2C)cc(OC)c1OC
 : -1.0 | -1.9 | -301.6 | -1.1 | 0.7&-13.0 | 1.5 | 0.0 | 1.5 | -1.8 | 18.8
COc1cc2c(cc1OC)CN(C(=O)CSc1ccccc1C)CC2
 : x | 2.8 | -4.7 | -4.1 | -4.8 | -1.6 | 0.4 | 5.0 | -7.9 | x
COc1cc(CNc2ccc(N3CCOCC3)cc2)ccc1OCC(=O)NC(C)(C)C
 : 2.9 | u | 6.6 | -17.6 | 1.4 | 2.2 | -3.5 | -8.0 | -8.0 | 86.5
Cc1cc(C)cc(CC(=O)N2CCC2(C)C(=O)NS(=O)(=O)c2ccccc2)c1 (centres undefined)
 : x | -2.6 | -0.6 | -7.6 | x | x | -0.1 | x | -3.4 | x
Nc1[nH]n(-c2ccccc2)c(=O)c1N=Nc1ccc2c(c1)OCO2
 : 4.6 | -6.7 | 6.5 | 7.2 | 14.1 | 5.0 | -0.5 | 3.4 | -5.4 | 26.3
CCC(=O)NC(c1cc(Cl)c2ccccc2c1O)C1CC1 (centres undefined)
 : x | 0.2 | -2.5 | 1.5 | -7.8 | 7.0 | 0.0 | 2.2 | 2.9 | x
O=[N+]([O-])c1cccc(N=Cc2sc3ccccc3c2O)c1
 : -0.7 | x | -9.0 | -6.6 | x | x | x | -7.5 | x | -3.0
CCCN(CCC)C(=O)c1cc([N+](=O)[O-])cc2c1-c1ccc([N+](=O)[O-])cc1C2=C(C#N)C#N
 : -1.1 | x | 3.1 | 0.8 | 21.9 | 4.3 | x | 4.1 | x | 13.1
C=CCn1c(CNC(=O)c2ccco2)nnc1SCC(=O)c1ccc(OC)cc1
 : -4.5 | -1.5 | -2.7 | 5.8 | -16.6 | 9.9 | 0.1 | 12.3 | -1.1 | 6.4
CCCC(CCC)n1[nH]c(=O)c2c(C)cc(C)nc21
 : 4.7 | -0.5 | -4.4 | 9.2 | 4.2 | -8.2 | -0.3 | 7.7 | -2.4 | 24.9
CCCCOC(=O)c1ccc(NC(=O)COC(=O)CN2C(=O)NC3(CCCC3)C2=O)cc1
 : 0.1 | 4.5 | -6.6 | 5.2 | -1.3 | 0.2 | 0.9 | -7.1 | -2.7 | 13.7
CC(C)(C)NC(=O)C[C@H]1C[C@H](C(=O)N2CCOCC2)[C@@]2(C)c3[nH]c4cc(-c5ccco5)ccc4c3CCN2C1=O
 : x | -3.4 | x | x | 16.7 | 2.1 | 0.2 | x | -3.9 | x
Cc1ccc(CN2CCC[C@]3(N[C@H](c4ccccc4)[C@@H]4C(=O)N(C)C(=O)[C@@H]43)C2=O)cc1
 : x | -9.4 | 11.9 | 0.5 | x | 8.5 | -0.3 | x | -3.6 | x

# Filtered by structure: the compounds so far containing an NH in an aromatic ring (8)
# Every second line gives: SARS 3CLpro inh | BoNT-F LC inh | CCHF vOTU inh | PrPC TRFRET | SSB-PriA inh | MazF activator | BoNT A protease | Rv3671c inh | Anthrax LF prot | VHR inh abs
CCOc1ccc(/C=N/n2c(-c3ccccc3)n[nH]c2=S)cc1
 : 5.2 | -9.3 | 7.7 | -4.4 | x | 2.6 | 0.8 | -0.9 | 4.1 | -2.9
S=c1[nH]nc(COc2ccccc2)n1/N=C/c1ccc(Cl)cc1
 : 4.8 | 3.7 | 0.2 | -6.1 | x | 2.0 | -1.2 | x | 24.7 | 2.4
CCOC(=O)c1cc(C(=O)OCC)c(=O)[nH]c1SCc1ccccc1
 : -0.4 | 1.0 | -3.4 | 8.2 | -3.7 | -11.2 | 1.9 | -11.6 | -10.0 | 38.1
COC(=O)c1cc(S(=O)(=O)NCc2cccc(Br)c2)c[nH]1
 : -0.5 | -7.9 | -1.1 | 6.3 | -6.8 | 0.9 | 0.3 | -3.5 | -1.9 | 1.9
CC(C)Oc1ccc(OCCn2c(=S)[nH]c3c(N)ncnc32)cc1
 : -3.3 | 3.1 | 6.6 | -3.7 | -3.9 | 1.1 | 0.5 | 4.5 | 7.5 | 4.0
Nc1[nH]n(-c2ccccc2)c(=O)c1N=Nc1ccc2c(c1)OCO2
 : 4.6 | -6.7 | 6.5 | 7.2 | 14.1 | 5.0 | -0.5 | 3.4 | -5.4 | 26.3
CCCC(CCC)n1[nH]c(=O)c2c(C)cc(C)nc21
 : 4.7 | -0.5 | -4.4 | 9.2 | 4.2 | -8.2 | -0.3 | 7.7 | -2.4 | 24.9
CC(C)(C)NC(=O)C[C@H]1C[C@H](C(=O)N2CCOCC2)[C@@]2(C)c3[nH]c4cc(-c5ccco5)ccc4c3CCN2C1=O
 : x | -3.4 | x | x | 16.7 | 2.1 | 0.2 | x | -3.9 | x
